# Source: PubChem (several laboratories)
# HIV RNase H inh: blocks HIV-1 RNase H cleavage of RNA/DNA duplex | P04585 | RT-RNase H RNA/DNA duplex cleavage, fluorescence | inhibition, % at 10 µM | actives 1.9% (n = 65,000) | AID 565; in the data active = inhibition above about 50%
# RmlC RmlD mix: inhibitors of RmlC and RmlD coupled enzymes; inhibition, % at 5.5 µM; RmlC/RmlD coupled enzyme inhibition, 384-well mixture HTS; actives 0.39% (n = 110,000); in the data active = inhibition above about 30%, passing the limit was not always enough; also: strong numbers were not always called active
# * marks the source's active call; other numbers are inactive results; i = inactive; . = not tested or not shown. Not all compounds are listed; rates above refer to the full screens.
Structure	RmlC RmlD mix	HIV RNase H inh
Cc1ccc2c(n1)CC(C)(C)C/C2=N\O	3	.
COc1cccc(C2=NOC(C(=O)NCCCn3ccnc3)C2)c1 (centres undefined)	3	.
Cc1cc(=O)oc2cc(OCc3ccc(S(=O)(=O)N4CCOCC4)cc3)ccc12	-14	-16
O=C(c1ccco1)N1CCN(S(=O)(=O)c2ccc(S(=O)(=O)NC3CCCCC3)cc2)CC1	1	-4
Nc1c(NC2CCCCC2)c2ccccc2oc1=O	-4	-12
O=C(Nc1ccc(Cl)cc1)C1CCN(C(=O)NC2CCCCC2)CC1	-13	.
O=C1CN2Cc3c(ccc(Cl)c3Cl)N=C2N1	-7	.
COc1ccc2c(c1)[n+](=O)c(C(C)=O)c(C)n2[O-]	5	.
C#CCNC(=O)C1=C[C@H](c2ccc(C(F)(F)F)cc2)C[C@H](OCCCCO)O1	10	.
COc1cccc(NC(=O)N2CCC(N3CCCCC3)CC2)c1	-12	-8
COc1ccc(C2C(C#N)=C(N)Oc3cc(N)ccc32)cc1OC (centres undefined)	18	2
O=C(CN1C(=O)C2(OCCCO2)c2ccccc21)NCCc1ccccc1	5	6
O=C(Cn1c(CSc2ccccc2)nc2ccccc21)Nc1ccccc1	2	.
CCOC(=O)c1ccc2c(c1)C(=O)N(C1CCCCC1)C2=O	-14	39
CC1(C(=O)Nc2nnc(SCc3ccccc3)s2)Cc2ccccc2C(=O)O1 (centres undefined)	-4	.
O=C(O)C1CCN(C(=O)c2ccccc2C(=O)N2CCC(C(=O)O)CC2)CC1	4	-4
CC(=O)C1=C(O)C(=O)N(CCN2CCOCC2)C1c1ccc(N(C)C)cc1 (centres undefined)	7	-10
Cc1ccsc1C1NC(=O)c2ccccc2N1 (centres undefined)	7	-7
CC(=O)NC12CC3CC(C1)CC(C(=O)OCC(=O)NC(=O)c1cccn1C)(C3)C2	-7	-4
O=C(C1CCCN(c2nnc(-n3cccc3)s2)C1)N1CCC2(CC1)OCCO2 (centres undefined)	0	-9
COCc1[nH]nc2c1C1(C(=O)N(C)c3ccccc31)C(C#N)=C(N)O2 (centres undefined)	8	-3
COc1ccc(/C=N/n2c(SC)nnc2-c2ccccc2)cc1C	-19	-41
O=C(c1ccc2nc(N3CCOCC3)sc2c1)N1CCCC1	3	-3
Cc1ccc(C(=O)CSc2n[nH]c(-c3ccco3)n2)cc1C	8	-29
C=CCn1c(SCc2c(C)noc2C)nc2sc3c(c2c1=O)CCC(C)C3 (centres undefined)	3	.
Cc1ccc(-c2noc(CN3CCC(C(N)=O)CC3)n2)cc1	.	0
CCOC(=O)c1cc(NC(=O)c2ccc(OC)cc2)c(=O)oc1-c1ccccc1	6	.
NC(=O)CNC(=O)[C@@H]1CC2(CC(c3ccccc3)=NO2)CN1C(=O)c1ccc(Br)cc1 (some centres undefined)	-11	.
Cc1ccc(NC(=O)c2oc3c(c2C)C(=O)CC(C)(C)C3)cc1	0	-3
COc1ccc(S(=O)(=O)NCc2ccccn2)cc1Cl	5	-15
COc1cccc(C(=O)Nc2ccc(N(C)C)cc2)c1OC	8	14
CCCCSc1nn[nH]n1	-11	0

# 16 entries from above, with values under each structure:
# The line under a structure holds: RmlC RmlD mix | HIV RNase H inh
- CCOC(=O)c1ccc2c(c1)C(=O)N(C1CCCCC1)C2=O
  -14 | 39
- CC1(C(=O)Nc2nnc(SCc3ccccc3)s2)Cc2ccccc2C(=O)O1 (centres undefined)
  -4 | .
- O=C(O)C1CCN(C(=O)c2ccccc2C(=O)N2CCC(C(=O)O)CC2)CC1
  4 | -4
- CC(=O)C1=C(O)C(=O)N(CCN2CCOCC2)C1c1ccc(N(C)C)cc1 (centres undefined)
  7 | -10
- Cc1ccsc1C1NC(=O)c2ccccc2N1 (centres undefined)
  7 | -7
- CC(=O)NC12CC3CC(C1)CC(C(=O)OCC(=O)NC(=O)c1cccn1C)(C3)C2
  -7 | -4
- O=C(C1CCCN(c2nnc(-n3cccc3)s2)C1)N1CCC2(CC1)OCCO2 (centres undefined)
  0 | -9
- COCc1[nH]nc2c1C1(C(=O)N(C)c3ccccc31)C(C#N)=C(N)O2 (centres undefined)
  8 | -3
- COc1ccc(/C=N/n2c(SC)nnc2-c2ccccc2)cc1C
  -19 | -41
- O=C(c1ccc2nc(N3CCOCC3)sc2c1)N1CCCC1
  3 | -3
- Cc1ccc(C(=O)CSc2n[nH]c(-c3ccco3)n2)cc1C
  8 | -29
- C=CCn1c(SCc2c(C)noc2C)nc2sc3c(c2c1=O)CCC(C)C3 (centres undefined)
  3 | .
- Cc1ccc(-c2noc(CN3CCC(C(N)=O)CC3)n2)cc1
  . | 0
- CCOC(=O)c1cc(NC(=O)c2ccc(OC)cc2)c(=O)oc1-c1ccccc1
  6 | .
- NC(=O)CNC(=O)[C@@H]1CC2(CC(c3ccccc3)=NO2)CN1C(=O)c1ccc(Br)cc1 (some centres undefined)
  -11 | .
- Cc1ccc(NC(=O)c2oc3c(c2C)C(=O)CC(C)(C)C3)cc1
  0 | -3

# Further results.
Structure	RmlC RmlD mix	HIV RNase H inh
CSc1nnc(-c2ccc(F)cc2)o1	-4	-17
Fc1ccc2c(c1)nnn2C1CCN(Cc2nnnn2C2CCCCC2)CC1	3	12
CC(C)(C#N)Nc1ccccc1	-11	-8
CC1CCN(C(=O)C2CCN(CC(C)c3ccccc3)CC2)CC1 (centres undefined)	14	.
CC(=O)NC(O)C(=O)c1ccccc1 (centres undefined)	15	-3
COC(=O)c1ccc(OCCOc2ccc(C(=O)OC)cc2)cc1	6	.
CN(C(=O)CSc1nc(-c2ccc(F)cc2)cs1)C1CCS(=O)(=O)C1 (centres undefined)	-12	-3
CCOc1ccccc1NC(=O)CSc1nnc(CNC(=O)c2ccco2)o1	-12	-1
CC(=O)OCCCN1C(=O)c2ccc(Br)cc2C1=O	4	-3
CN(CC(=O)N1CCc2ccccc21)S(=O)(=O)c1ccc(Cl)cc1	-7	-10
CCOc1ccc(NC(N)=O)cc1OCC	-4	.
COc1ccc(OC)c(CN2CCN(C(=O)c3cccc4ccccc34)CC2)c1	15	9
CCOC(=O)c1nonc1NC(C)=O	-4	.
CN1C[C@@H]2C(c3ccc(Cl)nc3)C3(c4ccc(C#N)cc4)CC2(C3)[C@H]1c1ccccc1 (some centres undefined)	-10	.
O=C(OCCN1CCN(c2ncc(C(F)(F)F)cc2Cl)CC1)c1ccc(Cl)cc1	2	.
O=C(CCc1ccccc1)Nc1ccncc1	5	0
Cc1ccc(Cn2nnnc2CN2CCC(n3nnc4cc(C(F)(F)F)ccc43)CC2)cc1	-99	-36
COc1cccc(C(N)=O)c1	-19	.
CCOc1ccccc1-c1nn2c(Cc3ccccc3)nnc2s1	-5	-39
COc1cc2c(cc1OC)C(C(=O)Nc1ccccn1)C(c1cccnc1)N(C)C2=O (centres undefined)	-8	-4
Cc1cccc(NS(=O)(=O)c2cccc3cccnc23)n1	3	-36
CN1CCN(C(=O)c2cn(-c3ccccc3)nc2-c2cccnc2)CC1	-4	.
COc1ccc(CCNC2CC(=O)N(CCc3ccc(OC)c(OC)c3)C2=O)cc1 (centres undefined)	-8	.
CC(C)Cc1nc2n[nH]c(N)c2c2c1COC(C)(C)C2	-1	.

# Copied from the list.
# For HIV RNase H inh, `Cc1ccc(Cn2nnnc2CN2CCC(n3nnc4cc(C(F)(F)F)ccc43)CC2)cc1` shows -36
# For RmlC RmlD mix, `COc1ccc(CCNC2CC(=O)N(CCc3ccc(OC)c(OC)c3)C2=O)cc1` (centres undefined) shows -8

# Continued.
Structure	RmlC RmlD mix	HIV RNase H inh
CC(C)NC(=O)Cn1c(SCC(=O)N2CCCCCC2)nc2ccccc21	-9	0
CCOC(=O)c1sc2nc(CSc3nc4ccccc4n3CC)[nH]c(=O)c2c1C	9	16
CCSc1nnc(NC(=O)C2(C)Cc3ccccc3C(=O)O2)s1 (centres undefined)	10	-1
Cc1ccc2cc(S(=O)(=O)NCCCC(=O)O)ccc2c1	-5	-12
COCC(=O)N(C)C1(c2nnnn2CCOC(=O)Nc2cccc3ccccc23)CCCC1	8	1
O=S(=O)(c1ccccc1)N1CN2CCN(C2)C1	5	-5
Cc1ccc(-c2nn(-c3ccccc3)cc2C2CC(c3cccs3)=NN2C(=O)CCCC(=O)O)cc1 (centres undefined)	-45	.
COc1ccc(Cc2nnc(NS(=O)(=O)Cc3ccccc3)s2)cc1	-13	2
CCCCn1c(O)c(C(CC)=NCc2ccc(F)cc2)c(=O)[nH]c1=O	-13	.
Cc1c(NC(=O)c2cc(-c3ccc4c(c3)OCO4)on2)c(=O)n(-c2ccccc2)n1C	-11	-67
CCn1ncc(C2=NOC(C(=O)N3CCN(c4ccccc4)CC3)C2)c1C (centres undefined)	11	-15
COc1ccccc1C1/C(=C(/O)c2ccc(Cl)cc2)C(=O)C(=O)N1CCN1CCOCC1 (centres undefined)	11	-1
COc1ccc(C(=O)COC(=O)CCn2nnc(-c3cccs3)n2)cc1	2	-3
Cc1cc(C(=O)Nc2ccccn2)no1	3	6
O=C(CSc1nnc(-c2ccncc2)n1Cc1ccccc1)Nc1nccs1	-15	.
CCOc1cc(C2NN=C(c3ccccc3)S2)ccc1OCc1ccc(F)cc1 (centres undefined)	19	.
O=C(c1cc2c(s1)CCCCC2)N1CCN(c2ncccn2)CC1	-7	-6
Cc1ccc(S(=O)(=O)c2c(COC(=O)c3cccc(Cl)c3)c(-c3ccccc3)nn2C)cc1	-13	.
O=[N+]([O-])c1cccnc1N1CCCCC1	10	.
Cc1ccccc1NC(=S)NC(NC(=O)COc1ccccc1)C(Cl)(Cl)Cl (centres undefined)	-5	.
C/C(=C1\SC(N2CCOCC2)=NC1=O)c1ccccc1	9	-14
N#Cc1c(N)nc(SCC(=O)OCc2ccccc2)c(C#N)c1-c1ccco1	-6	-7
CCOC(=O)CC1=NS(=O)(=O)c2ccccc2N1	5	-4
CCc1ccc(C2CC(c3ccc(C)cc3)n3nc(N)nc3N2)cc1 (centres undefined)	.	-1
CCOC(=O)C(C(=O)OCC)=C1OC(=O)c2ccccc21	-10	0
COc1ccccc1/C=C/C(=O)NC(=S)N(C)C1CCCCC1	9	.
Cc1ccc2nc(/C(C#N)=C\c3ccc([N+](=O)[O-])o3)[nH]c2c1	4	.
O=C(O)c1cccnc1SC1CC(=O)N(CCc2ccccc2)C1=O (centres undefined)	-18	.
C=CCOC(=O)/C(=C/c1ccco1)NC(=O)/C=C/c1ccccc1	-9	.
CCN(CC)CC(C)CNC(=O)CC(C(=O)N1CCc2ccccc21)n1ccnc1 (centres undefined)	4	-5
CCCc1cc(=O)[nH]c(SCC(=O)c2cc(C)n(C3CC3)c2C)n1	-15	.
CCc1ccccc1NC(=O)/C(=C/c1ccccc1)c1ccccc1	7	.
Clc1ccc(Oc2cccc(/C=N/n3cnnc3)c2)cc1	-5	-18
O=C(O)c1ccccc1NS(=O)(=O)c1ccccc1C(F)(F)F	10	-2
CCCn1nnc(NC(=O)c2ccccc2Br)n1	-409	-8
CN(C(=O)c1cccc(C#N)c1)c1nnc(C2CCOC2)s1 (centres undefined)	-7	-8
CC(=O)c1ccc(NC(=O)C(Cc2ccccc2)NC(=O)c2ccco2)cc1 (centres undefined)	-18	.
COc1cc(C(C)=O)ccc1OCC(O)CN1CCN(S(=O)(=O)c2ccccc2)CC1 (centres undefined)	7	-13
CCOC(=O)C1=C(C)NC(SCC(=O)O)=NC1c1ccccc1 (centres undefined)	25	-17
Cc1c(Nc2ncnc3nc[nH]c23)c(=O)n(-c2ccccc2)n1C	-12	-5
CN1CCN(Cc2ccc(OC(F)(F)F)cc2)CC1	9	.
CN(C(=O)COC(=O)c1ccc2c(c1)NC(=O)CS2)C1CCS(=O)(=O)C1 (centres undefined)	-6	.
CCOc1ccc(Nc2nc(Cc3nnc(SCC(N)=O)o3)cs2)cc1	1	4
O=C(O)C[C@H](O)C[C@H](O)/C=C/c1c(C2CC2)nc2ccccc2c1-c1ccc(F)cc1	-7	.
COc1ccccc1NC(=O)CSc1nnc(Cc2cccn2C)n1-c1ccc(F)cc1	8	-7
CC12CCC(C(=O)N3CCc4ccccc43)(CC1=O)C2(C)C (centres undefined)	-6	-13
Cn1c(CNC(=O)c2ccco2)nnc1SCC(=O)Nc1cccc(Br)c1	2	.
COc1ccc(N(Cc2cc3cc(OC)ccc3[nH]c2=O)C(=O)C2CCCO2)cc1 (centres undefined)	-9	4
Cc1ccc(-c2nn(CC(=O)Nc3ccc4c(c3)nc3n4CCOC3)c(=O)c3ccccc23)cc1	33	15
COc1cc(NC(=O)CC2NCCNC2=O)cc(OC)c1 (centres undefined)	4	.
COCC(=O)NCc1nc2ccccc2n1Cc1ccccc1F	-4	-1
CCCn1nc2ccccc2c1P(=N)(N1CCOCC1)N1CCOCC1	-2	-4
COc1ccc(CNC(=S)Nc2cc(C)cc(C)c2)cc1	-30	.
N#Cc1c(-n2cccc2/C=N/O)sc2c1CCCC2	13	-33
CCCCNc1nc(N(C)c2ccccc2)nc(-n2ccnc2)n1	5	-21
NC(=O)c1ccc(NC(=O)CCCc2nc(-c3ccccc3Cl)no2)cc1	2	-3

# Additional results
Structure	RmlC RmlD mix	HIV RNase H inh
O=C(NC1CC1)C1=C[C@H](c2ccc(C(F)(F)F)cc2)C[C@H](OCCCCO)O1	-11	.
COc1ccc2noc3c2c1C(=O)c1ccccc1-3	.	i
CCOC(=O)c1c(NC(=O)COC(=O)Cn2c(C(F)(F)F)nc3ccccc32)sc(C)c1C	38	.
CCOC(=O)c1c(C)nc2sc(C(N)=O)c(N)c2c1-c1ccccc1	-7	.
COc1cccc(-n2c(SC3CCOC3=O)nc3ccccc3c2=O)c1 (centres undefined)	-12	-2
CC(=O)Nc1ccc(S(=O)(=O)NC(CC(=O)N(C)Cc2ccccc2)C(C)C)cc1 (centres undefined)	-10	-6
